# Bioassay records deposited in PubChem by National Center for Advancing Translational Sciences (NCATS).
# USP1 inh = Inhibitors of USP1/UAF1: Primary Screen | actives 0.23% (n = 390,000) | AID 743255, 2014 | recombinant USP1/UAF1, Ub-Rhodamine cleavage fluorescence | Ubiquitin carboxyl-terminal hydrolase 1 (Homo sapiens), O94782 | Potency, µM (top dose mostly 57.1 µM), for inactives: at the highest dose activity change, negative = inhibition, actives largely listed as inhibitors; also: potency is read from the fitted curve at half-maximal effect; % is scaled to controls: 0 for no effect and ±100 for the full control effect; nearly all actives have a fitted effect of over 60% in size; inactives centre near -12
#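 In this screen, compounds sit with the deubiquitinase complex (1nM) for 15 min at room temperature before Ub-Rho is added at 150nM final. Fluorescence rise is then followed for 6 reads every 60 seconds.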
# mIDH1 inhibitor = qHTS for Inhibitors of mutant isocitrate dehydrogenase 1 (IDH1): qHTS; Isocitrate dehydrogenase [NADP] cytoplasmic (Homo sapiens), O75874; IDH1-R132H enzyme, NADPH consumption, diaphorase/resazurin fluorescence; actives 0.093% (n = 390,000); Potency, µM (series often up to 76.6 µM), for the others: top-dose activity change, negative = inhibition, usual class: inhibitors; also: potency is read from the fitted curve at half-maximal effect; % is scaled to controls: 0 for no effect and ±100 for the full control effect; nearly all actives have a fitted effect of over 65% in size
#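 IDH1-R132H (0.5 ug/mL) preincubated 30 min with compound, then NADPH (0.016 mM) and alpha-KG (2 mM) added; 80 min at RT, pH 7.5. Remaining NADPH coupled via diaphorase/resazurin to fluorescence (540/590 nm); concentration-response curves normalized to no-enzyme control.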
# TrxR1 substrate = qHTS Assay for Substrates of Mammalian Selenoprotein Thioredoxin Reductase 1 (TrxR1): qHTS; AID 588456, 2011; Thioredoxin reductase 1, cytoplasmic (Rattus norvegicus), O89049; purified TrxR1 substrate turnover, NADPH consumption readout; actives 0.01% (n = 390,000); Potency, µM (titrated, usually from 114 µM), inactives show top-dose activity change, negative = substrate turnover; also: potency is read from the fitted curve at half-maximal effect; % is scaled to controls: 0 for no effect and ±100 for the full control effect; nearly all actives have a fitted effect of over 50% in size
# Target sequence (O89049 whole entry, looked up): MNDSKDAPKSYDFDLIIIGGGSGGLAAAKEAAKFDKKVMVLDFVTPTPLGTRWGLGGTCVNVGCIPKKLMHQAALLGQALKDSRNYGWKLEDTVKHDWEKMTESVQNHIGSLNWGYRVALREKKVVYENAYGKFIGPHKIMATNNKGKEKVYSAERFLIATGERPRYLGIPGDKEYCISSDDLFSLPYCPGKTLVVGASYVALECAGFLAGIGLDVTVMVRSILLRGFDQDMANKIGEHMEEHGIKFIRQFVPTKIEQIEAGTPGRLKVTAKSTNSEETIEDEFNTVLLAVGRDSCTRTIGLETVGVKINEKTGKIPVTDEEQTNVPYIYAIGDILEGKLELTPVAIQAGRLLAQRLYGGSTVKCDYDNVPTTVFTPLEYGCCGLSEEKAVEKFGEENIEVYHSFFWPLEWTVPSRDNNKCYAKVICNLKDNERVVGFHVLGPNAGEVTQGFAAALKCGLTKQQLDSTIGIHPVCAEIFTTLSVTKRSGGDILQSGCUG
#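 Rat TrxR1, dispensed at 90 nM, was prereduced with 400 uM NADPH (final) for 5 min at ~22 deg C, then incubated with compound 15 min before 400 uM selenite. A first-read NADPH fluorescence drop versus no-compound background flagged substrates.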
# TRHR PAM = qHTS for Small Molecule Agonists and Allosteric Enhancers of Human TRH Receptor: Primary Screen for Enhancers | Thyrotropin-releasing hormone receptor (Homo sapiens), P34981 | TRHR cells, fluo-8 calcium fluorescence, EC20 TRH enhancement | enhancement, % at 2 µM | actives 0.66% (n = 360,000); in the data active = enhancement above about 30%; also: 0% is about no effect
#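 TRHR-expressing cells loaded with fluo-8 calcium dye were read kinetically (ex 480/em 530) during compound addition, then stimulated with an EC20 of TRH (10 nM final). Enhancement of the Gq-mediated intracellular calcium response was scored.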
# TrxR1 inh = qHTS Assay for Inhibitors of Mammalian Selenoprotein Thioredoxin Reductase 1 (TrxR1): qHTS. recombinant rTrxR1, NADPH fluorescence consumption, selenite substrate. Potency, µM (doses to about 114 µM), for the others: top-dose activity change, negative = inhibition, most hits filed as inhibitors. actives 1% (n = 390,000). AID 588453, 2011; also: potency is read from the fitted curve at half-maximal effect; % is scaled to controls: 0 for no effect and ±100 for the full control effect; nearly all actives have a fitted effect of over 65% in size
#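 Rat TrxR1 (90 nM in the dispensed reagent) was pre-reduced with 400 uM NADPH for 5 min at room temperature, then incubated with compound for 15 min. After 400 uM selenite was added, NADPH fluorescence (Ex 340/Em 450 nm) was followed for 8 min.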
# Pin1 inhibitor = qHTS Assay to Find Inhibitors of Pin1 | actives 0.009% (n = 390,000) | Potency, µM (top dose mostly 115 µM), for the others: top-dose activity, negative = inhibition, most hits filed as inhibitors | Pin1 FP peptide displacement, HiFluor488, 10 min | AID 504891, 2011; active = well fitted inhibition curve with a large enough effect in the polarisation, with a control signal flat, not every such curve was filed as active; inconclusive = small, poorly fitted or top-dose-only effect, or effect the other way, or a change in a side signal; inactive = no such curve, though single readings can be large or run the other way; the % refers to the polarisation; also: potency is read from the fitted curve at half-maximal effect; % is scaled to controls: 0 for no effect and ±100 for the full control effect
# D2 agonist = HTS Assay for Allosteric Agonists of the Human D2 Dopamine Receptor: Primary Screen for Agonists; D(2) dopamine receptor (Homo sapiens), P14416; activation, % at 2 µM; actives 0.53% (n = 340,000); HEK293 T-REx D2 cells, calcium flux agonist mode;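 active = activation over 3 SD above normal in the single-dose calcium agonist read, cut at about 30% in these data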; also: 0% is about no effect
# Target sequence (P14416 whole entry, looked up): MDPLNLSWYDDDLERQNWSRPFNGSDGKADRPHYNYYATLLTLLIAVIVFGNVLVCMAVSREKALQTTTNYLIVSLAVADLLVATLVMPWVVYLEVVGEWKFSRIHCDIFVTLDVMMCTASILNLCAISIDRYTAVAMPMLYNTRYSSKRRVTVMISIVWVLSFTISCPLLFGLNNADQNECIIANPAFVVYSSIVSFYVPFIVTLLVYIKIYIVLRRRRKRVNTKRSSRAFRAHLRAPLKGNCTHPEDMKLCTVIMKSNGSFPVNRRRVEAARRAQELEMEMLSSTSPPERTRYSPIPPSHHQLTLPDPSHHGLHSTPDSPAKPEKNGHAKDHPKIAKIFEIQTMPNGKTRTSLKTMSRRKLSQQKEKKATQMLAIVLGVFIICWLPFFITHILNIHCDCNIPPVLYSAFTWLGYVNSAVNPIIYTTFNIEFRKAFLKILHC
#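 In this primary screen, compounds producing a positive calcium signal within 180 s of addition to tetracycline-induced, force-coupled HEK293 Trex D2 cells are flagged; cells are dye-loaded with a no-wash calcium kit beforehand.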
# D2 antagonist = HTS Assay for Allosteric Antagonists of the Human D2 Dopamine Receptor: Primary Screen for Antagonists. D(2) dopamine receptor (Homo sapiens), P14416. inhibition, % at 10 µM. actives 2% (n = 340,000). HEK293 TREx D2 cells, calcium flux, dopamine EC80; in the data active = inhibition above about 30%; also: 0% is about no effect
#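 Measurement of antagonist activity uses fluorescent calcium dye in inducible HEK293 T-REx D2 cells: 10 s baseline, compound addition with 180 s read, EC80 dopamine addition with a further 180 s read.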
# TRHR ag = qHTS for Small Molecule Agonists and Allosteric Enhancers of Human TRH Receptor: Primary Screen for Agonists. Thyrotropin-releasing hormone receptor (Homo sapiens), P34981. TRHR cells, calcium flux fluo-8, FDSS agonist mode. activation, % at 2 µM. actives 0.18% (n = 360,000). AID 493084, 2011; in the data active = activation above about 30%; also: 0% is about no effect
#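 TRHR-expressing cells, plated overnight in medium with 10% serum, were loaded with fluo-8 calcium dye at room temperature. After a 10 s baseline, library compound was pin-added and calcium release was recorded kinetically (ex 480/em 530) as agonist response.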
# Active calls of the source: *; ? = inconclusive; . = no result given; & = joins results of further samples; [ ] = remark or other dose. Unless noted, calls follow the shape of the dose curve; as a rule, active = well fitted inhibition curve with a large enough effect; inconclusive = small, poorly fitted or top-dose-only effect; inactive = no such curve, though single readings can be large or run the other way.
mol | USP1 inh | mIDH1 inhibitor | TrxR1 substrate | TRHR PAM | TrxR1 inh | Pin1 inhibitor | D2 agonist | D2 antagonist | TRHR ag
CCCCc1ccc(Nc2nc(CCC)cc(=O)[nH]2)cc1 | -9% | 5% | -8% | 5 | -1% | -3% | -0.1 | 8 | -0.6
CC(C)NC(=O)CSc1nc2[nH]ncc2c(=O)[nH]1 | -18% | -6% | 0% | 2 | 19% | -1% | 0.6 | 3 | -0.1
O=C(CCN1C(=O)C2C3C=CC(C3)C2C1=O)Nc1ccccc1F (configuration not stated) | -9% | 3% | 11%[57.1 µM] | 0 | 21% | -4% | 2.3 | -8 | 0.4
CCOC(=O)c1ccccc1NC(=O)CSc1nnc(C)c(=O)[nH]1 | -12% | 9% | 8%[57.1 µM] | 1 | 18%[57.1 µM] | -1% | 0.9 | 10 | 0.3
Cc1csc(=O)n1CC(=O)OCC(=O)Nc1ccc(Cl)cc1F | -12% | -1% | -1% | -2 | 13% | -2% | 0.0 | 2 | 0.0
COc1ccc(OC)c(S(=O)(=O)NCCCc2ccccc2)c1 | -18% | -5% | 1% | 1 | 22% | -1% | -1.3 | -15 | -0.4
CCOc1nc(C#N)nc(N2CCCCC2)n1 | -6% | -1% | 5%[11.4 µM] | -2 | 15%[11.4 µM] | -1%&0% | -1.4 | -9 | -2.0
CS(=O)(=O)N1CCN(c2nc3ccc(Cl)cc3s2)CC1 | 1% | 7% | -4%[57.1 µM] | -2 | 9%[57.1 µM] | 5% | -0.5 | 0 | -0.1
CCN(CC)C(=O)C[n+]1cccc(C(N)=O)c1 | -1% | 4% | -25%[57.1 µM] | 1 | 5%[57.1 µM] | -9% | 0.5 | 1 | 0.1
CCOc1ccc(S(=O)(=O)N2CCC(C(=O)NC3CC3)CC2)cc1Cl | -16% | 8% | 3% | 10 | 13% | -15% | 0.3 | -4 | -0.3
CC(=O)c1ccc2c(c1)OCCOCCOCCOCCOCCO2 | -16% | 0% | -4% | 5 | -8% | -11% | 0.5 | -7 | 0.3
COc1ccc(O)c(-c2cc(-c3ccccc3[N+](=O)[O-])[nH]n2)c1 | -6% | 10% | -8% | -2 | -7% | 15% | 0.8 | -1 | 0.4
CN(C)/C=C(\C#N)C(=O)Nc1ccc(F)cc1 | 3% | 3% | 10%[57.1 µM] | 18 | 24%[57.1 µM] | 0% | 0.4 | -5 | -0.6
O=C(CCn1cncn1)N1CCN(S(=O)(=O)c2ccc(Cl)cc2)CC1 | 0% | 9% | 4%[57.1 µM] | -6 | 4%[57.1 µM] | -2% | -2.5 | -24 | 0.4
O=C(NCc1ccccc1)C1CCCC1 | . | . | . | 1 | . | . | -1.0 | -3 | 0.2
COc1cc(C(=O)OCC(=O)Nc2cc(-c3cc(C)c(C)cc3C)nn2-c2ccccc2)cc(OC)c1OC | -25% | 3% | -4% | -2 | 4% | -4% | 0.7 | -6 | 0.5
Cc1cccc(N2C(=O)N3[C@H]4c5ccccc5OC[C@@H]4[C@@H](c4ccccc4)[C@@]3(C)C2=O)c1 | -14% | -11% | 6% | . | 23% | -1% | . | . | .
Cc1c(CCC(=O)NCC(=O)O)c(=O)oc2cc3occ(-c4ccccc4)c3cc12 | -12% | -3% | -1% | -17 | -8% | 23% | 0.7 | 6 | 0.5
CC[C@]12c3[nH]c4cc(-c5ccco5)ccc4c3CCN1C(=O)[C@@H](CC(=O)NCCCN(C)C)C[C@@H]2C(=O)N1CCN(C(=O)c2ccco2)CC1 | -24% | -9% | 2% | . | -15% | -3% | . | . | .
Cc1cccc(C(=O)N(Cc2cccs2)C2CCS(=O)(=O)C2)c1 (configuration not stated) | -29% | -3% | -6% | 3 | -9% | 0% | -0.1 | -3 | -0.2
CC(Sc1nnnn1C)C(=O)Nc1ccc2c(c1)OCCO2 (configuration not stated) | -19% | 5% | 16%[57.1 µM] | 1 | 27%[57.1 µM] | -5% | . | . | 0.3
O=C(NCCN1CCc2ccccc2C1)C1CCN(S(=O)(=O)N2CCCCC2)CC1 | ? | 6% | 7% | 3 | 9% | 1% | 34* | -4 | 0.2
O=c1cc(O)c2sc3nc(C(F)(F)F)c4c(c3c2[nH]1)CCCCC4 | -3% | -2% | 0%[57.1 µM] | 2 | -3%[57.1 µM] | -1% | 0.3 | 2 | 1.0
CCC(=O)N1CCN(c2ccccc2NC(=O)c2ccc(-c3cccc([N+](=O)[O-])c3)o2)CC1 | -17% | -13% | 3%[57.1 µM] | 5 | 2%[57.1 µM] | -1% | . | . | -2.3
Cc1ccc(C)c(OCC(O)CNC2CCCC2)c1 (configuration not stated) | 2% | -1% | -5% | 4 | 2% | 5% | -1.2 | 14 | 0.9

# Quoted at random: 5 records from the list.
mol | USP1 inh | mIDH1 inhibitor | TrxR1 substrate | TRHR PAM | TrxR1 inh | Pin1 inhibitor | D2 agonist | D2 antagonist | TRHR ag
CC(=O)c1ccc2c(c1)OCCOCCOCCOCCOCCO2 | -16% | 0% | -4% | 5 | -8% | -11% | 0.5 | -7 | 0.3
CCOc1ccc(S(=O)(=O)N2CCC(C(=O)NC3CC3)CC2)cc1Cl | -16% | 8% | 3% | 10 | 13% | -15% | 0.3 | -4 | -0.3
Cc1cccc(N2C(=O)N3[C@H]4c5ccccc5OC[C@@H]4[C@@H](c4ccccc4)[C@@]3(C)C2=O)c1 | -14% | -11% | 6% | . | 23% | -1% | . | . | .
CCC(=O)N1CCN(c2ccccc2NC(=O)c2ccc(-c3cccc([N+](=O)[O-])c3)o2)CC1 | -17% | -13% | 3%[57.1 µM] | 5 | 2%[57.1 µM] | -1% | . | . | -2.3
CN(C)/C=C(\C#N)C(=O)Nc1ccc(F)cc1 | 3% | 3% | 10%[57.1 µM] | 18 | 24%[57.1 µM] | 0% | 0.4 | -5 | -0.6

# (more compounds)
mol | USP1 inh | mIDH1 inhibitor | TrxR1 substrate | TRHR PAM | TrxR1 inh | Pin1 inhibitor | D2 agonist | D2 antagonist | TRHR ag
COC(=O)Oc1c(Br)c(=O)oc2ccccc12 | -22% | 2% | -2% | . | 7.9µM* | ? | . | . | .
CC(=O)Nc1cc2c(cc1NC(=O)Cn1nc(-c3ccccc3)ccc1=O)OCCO2 | -9% | -13% | -3% | 7 | -2% | 2% | -0.5 | -2 | -0.7
Cc1ccc(S(=O)(=O)N2CCN(CC(=O)N/N=C/c3ccccc3OCC(=O)O)CC2)cc1 | -13% | 0% | 0% | 10 | 14% | -7% | 0.1 | 11 | 0.2
COc1ccc(C(=O)COC(=O)C(C)N2C(=O)C3C4CCC(C4)C3C2=O)cc1 (configuration not stated) | ? | 5% | 3% | -1 | 16% | 7% | -1.7 | 10 | -1.8
C=CC[C@H]1CC(C)=C[C@H](CC=C)N1 | -30% | 2% | 11% | -5 | 24% | 1% | 0.2 | -28 | 1.0
CC1CC(N(C(=O)c2ccccc2Cl)c2ccccc2)c2ccccc2N1 (configuration not stated) | -21% | -1% | -5% | -16 | 10%[57.1 µM] | 2% | 0.1 | -8 | -0.2
COC(=O)CC1COc2ccccc2N1C(=O)/C=C/c1ccccc1 (configuration not stated) | -23% | 3% | -1% | 5 | 9% | -5% | 1.2 | -4 | -0.7
Cc1cc2ncc(S(C)(=O)=O)c(N)n2n1 | -10% | 1% | 12%[57.1 µM] | 1 | 19%[57.1 µM] | -4% | 7.1 | 0 | 0.4
CSc1nc2sccc2c(=O)[nH]1 | -18% | 12% | 2% | -6 | 6% | 9% | -0.4 | -4 | 0.4
Cc1cc(Nc2ccccc2)n(-c2ccc(Br)cc2)n1 | -17% | 3% | -8% | 5 | -4% | 3% | -1.3 | 11 | -0.5
Cc1ccc(NC(=O)CN2CCN(C)CC2)cc1S(=O)(=O)N1CCOCC1 | -17% | 9% | 1%[57.1 µM] | 6 | -3%[57.1 µM] | -9% | 0.3 | -2 | 0.3
CCn1c(SCC(=O)c2c(N)n(C)c(=O)n(C)c2=O)nc2sc(C)c(C)c2c1=O | . | . | . | -2 | . | . | 0.4 | 8 | 1.0
CCCCC(=O)Nc1ccc(C(=O)N2CCC(C(=O)OCC)CC2)cc1 | -23% | -10% | 1% | -2 | 3% | -4% | . | . | 0.2
Cc1ccc(S(=O)(=O)N2[C@@H](c3cccc(C)c3)C(C(=O)O)=C[C@H]2C(C)(C)C)cc1 | -11% | -2%[38.3 µM] | -5% | . | -4% | 1% | . | . | .
CCOC(=O)[C@H]1[C@H]2COc3ccc(Br)cc3[C@@H]2N2C(=O)CN(Cc3ccco3)C(=O)[C@@]12C | -35% | 2% | 4%[57.1 µM] | -2 | -48% | ? | 0.7 | -7 | -0.2
COC(=O)c1cnn(-c2nc(OC)cc(OC)n2)c1C | -9% | -1% | -5% | 4 | 0% | -9% | -0.4 | -7 | -0.1

# Not all compounds are listed; rates above refer to the full screens.
